TcdB GH inh: inhibitors of Clostridioides difficile toxin B glycohydrolase; TcdB glycohydrolase enzymatic assay, plate reader; inhibition, % at 9.99 µM; AID 652162; P18177; 350,000 compounds, 0.24% hits; in the data active = inhibition above about 10%
Mtb FBA inh: inhibits M. tuberculosis FBA enzyme | P9WQA3 | purified M. tuberculosis FBA, fluorescence read-out | inhibition, % at 1 µM | 360,000 compounds, 2.3% hits; in the data active = inhibition above about 27%;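 also: 0% = vehicle and 100% = reference inhibitor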
Target sequence (P9WQA3 whole entry, looked up): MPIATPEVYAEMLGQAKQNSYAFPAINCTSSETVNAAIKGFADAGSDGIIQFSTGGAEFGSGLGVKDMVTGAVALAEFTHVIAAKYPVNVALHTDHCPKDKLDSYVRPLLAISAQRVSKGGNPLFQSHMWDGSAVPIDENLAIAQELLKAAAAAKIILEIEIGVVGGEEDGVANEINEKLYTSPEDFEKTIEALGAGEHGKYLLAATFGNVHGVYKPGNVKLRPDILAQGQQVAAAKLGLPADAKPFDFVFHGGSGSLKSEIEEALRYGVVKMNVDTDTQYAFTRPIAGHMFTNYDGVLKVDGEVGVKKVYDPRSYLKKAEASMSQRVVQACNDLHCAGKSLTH
Vc quorum ag: induces V. cholerae light production without autoinducers. 350,000 compounds, 0.16% hits. AID 588436. activation, % at 18.7 µM. V. cholerae BH1578 lux reporter, luminescence, 6 h; in the data active = activation mostly above about 9.7%, no sharp cut-off; inconclusive = no clear call, values can overlap the other calls; inactive = mostly below about 3.7%; also: not every result past the cut was called active; inactives centre near 0; reference of the scale not given here
FadD28 FP inh: M. tuberculosis FadD28 bisubstrate binding inhibition; FadD28 bisubstrate probe binding, fluorescence polarization; inhibition, % at 12.5 µM; 360,000 compounds, 0.22% hits; AID 588549; in the data active = inhibition above about 8.5%, passing the limit was not always enough; inconclusive = no clear call, values can overlap the other calls
Y pestis TopoI: inhibitors of Yersinia pestis topoisomerase I. Y. pestis Topo-I cleavage product accumulation, plate reader. activity, % at 10 µM. 360,000 compounds, 0.064% hits. AID 504884; in the data active = activity above about 50%, passing the limit was not always enough; inconclusive = no clear call, values can overlap the other calls; also: inactives centre near 2
PfHsp40 rescue: compounds rescuing yeast from Plasmodium falciparum HSP40 toxicity; growth rescue, % at 12.5 µM; 340,000 compounds, 0.68% hits; S. cerevisiae expressing PfHsp40, growth rescue, ATP luminescence; in the data active = growth rescue above about 28%, passing the limit was not always enough; inconclusive = no clear call, values can overlap the other calls;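 also: yeast W303a lacking pdr1 and pdr3 grown in galactose medium; growth measured after three days at 30 °C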
Mtb UGM inh: Mtb UDP-galactopyranose mutase inhibition; P9WIQ1; purified UGM, fluorescence polarization probe displacement; inhibition, % at 10 µM; 320,000 compounds, 0.06% hits; in the data active = inhibition above about 10%, passing the limit was not always enough; inconclusive = no clear call, values can overlap the other calls
Target sequence (P9WIQ1 whole entry, looked up): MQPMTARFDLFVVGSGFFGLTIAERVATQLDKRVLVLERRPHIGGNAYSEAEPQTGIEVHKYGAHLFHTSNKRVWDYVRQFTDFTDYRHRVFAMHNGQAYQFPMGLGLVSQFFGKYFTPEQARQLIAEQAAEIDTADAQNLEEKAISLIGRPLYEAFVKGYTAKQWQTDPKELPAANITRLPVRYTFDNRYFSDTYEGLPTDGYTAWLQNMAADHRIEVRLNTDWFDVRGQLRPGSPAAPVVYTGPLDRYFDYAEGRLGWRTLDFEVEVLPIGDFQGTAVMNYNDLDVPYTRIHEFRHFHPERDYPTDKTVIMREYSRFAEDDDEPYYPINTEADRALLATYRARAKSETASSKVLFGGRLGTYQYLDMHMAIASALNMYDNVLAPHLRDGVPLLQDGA
GDH-TPI inh: inhibits GDH-TPI coupling enzymes, artifact for Mtb FBA screen; 360,000 compounds, 1.2% hits; AID 588335; inhibition, % at 4.8 µM; GDH-TPI coupled enzyme counterscreen, NADH absorbance; in the data active = inhibition above about 30%;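 also: 0% = DMSO wells and 100% = wells lacking the enzyme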
BioA inh: BioA (M. tuberculosis) enzyme inhibition; AID 602481; inhibition, % at 9.99 µM; purified M. tuberculosis BioA enzyme, plate reader; 360,000 compounds, 0.096% hits; in the data active = inhibition above about 40%; inconclusive = no clear call, values can overlap the other calls
* marks the source's active call; other numbers are inactive results; i = inactive; ? = inconclusive; / = no result given.

SMILES | TcdB GH inh | Mtb FBA inh | Vc quorum ag | FadD28 FP inh | Y pestis TopoI | PfHsp40 rescue | Mtb UGM inh | GDH-TPI inh | BioA inh
COc1ccc(C)cc1NC(=O)NCc1ccc(F)cc1 | 1.2 | 1 | -5.6 | -0.2 | 7 | 1.5 | -0.7 | 14 | /
Fc1ccc(C2=Nn3c(nnc3-c3n[nH]c4c3CCC4)SC2)cc1 | / | 1 | -0.9 | -3.8 | 14 | -2.3 | 0.2 | -5 | -0.7
Cc1ccccc1OCCC(=O)OCC(=O)c1c(N)n(CC(C)C)c(=O)n(C)c1=O | 1.3 | 2 | -2.2 | 1.8 | 8 | 1.6 | -3.0 | -11 | 0.6
COC(=O)c1[nH]c2ccc(Br)cc2c1NC(=O)Oc1ccccc1 | / | 2 | -1.4 | 0.9 | -3 | 0.9 | 0.2 | 9 | 2.8
COc1ccc(CCN(C)CC(O)COc2c(C)ccc(C)c2C)cc1OC (stereo not drawn) | 1.2 | -3 | -0.2 | -3.4 | 6 | -0.7 | 2.4 | 4 | 4.6
CCOc1cc(N2CCOCC2)c(OCC)cc1NC(=O)CN1C(=O)NC(C)(c2ccc(OC)cc2)C1=O (stereo not drawn) | 0.5 | 2 | 0.0 | -1.2 | 1 | 0.0 | / | 5 | -8.4
Cc1nc2ccccc2c(=O)n1NC(=O)CCC(=O)O | 0.1 | -1 | i | -3.2 | 1 | -0.4 | -1.2 | -11 | -1.8
COc1cccc(CN(C)CC(=O)Nc2cc(S(=O)(=O)N3CCCC3)ccc2Cl)c1OC | 2.7 | -2 | i | 0.0 | 14 | 0.5 | / | 2 | -1.2
COc1ccc2cc(C(=O)C3CCCN(Cc4cccc(C)n4)C3)ccc2c1 (stereo not drawn) | 1.6 | 29* | i | -0.7 | 26 | -0.7 | 0.2 | 3 | -0.1
On1c(-c2ccccc2)nc2ccc(Cl)cc21 | / | 11 | -2.9 | 2.1 | 0 | -1.2 | -0.9 | -5 | 1.2
CCN(CC)c1ccc(/C=c2/sc3nnc(-c4ccccc4C)n3c2=O)cc1 | / | -4 | i | 0.8 | 7 | 0.0 | 9.0 | 3 | -2.6
COc1cc(C(=O)NCC(=O)OCC(=O)Nc2ncc(Cl)cc2Cl)cc(OC)c1OC | 0.6 | 0 | i | -3.1 | -1 | 0.7 | 0.8 | -6 | /

Record cards (already shown).
`On1c(-c2ccccc2)nc2ccc(Cl)cc21` is listed as TcdB GH inh: /; Mtb FBA inh: 11; Vc quorum ag: -2.9; FadD28 FP inh: 2.1; Y pestis TopoI: 0; PfHsp40 rescue: -1.2; Mtb UGM inh: -0.9; GDH-TPI inh: -5; BioA inh: 1.2
`COc1cccc(CN(C)CC(=O)Nc2cc(S(=O)(=O)N3CCCC3)ccc2Cl)c1OC` is listed as TcdB GH inh: 2.7; Mtb FBA inh: -2; Vc quorum ag: i; FadD28 FP inh: 0.0; Y pestis TopoI: 14; PfHsp40 rescue: 0.5; Mtb UGM inh: /; GDH-TPI inh: 2; BioA inh: -1.2

Remaining list, next part
SMILES | TcdB GH inh | Mtb FBA inh | Vc quorum ag | FadD28 FP inh | Y pestis TopoI | PfHsp40 rescue | Mtb UGM inh | GDH-TPI inh | BioA inh
O=C(c1cccs1)N1C[C@H](n2cc(C3CC3)nn2)[C@@H](O)C[C@@H]1c1ccccc1 | -0.4 | -3 | -0.4 | -1.8 | 1 | / | / | -7 | 0.1
CCN1CCN(CCCNC(=O)c2ccc3c(c2)N(Cc2ccccc2)CCS3)CC1 | 1.4 | 170* | -1.8 | -1.8 | 1 | -0.2 | -4.1 | -3 | -0.3
COc1cccc(NC(=O)C2C3C=CC4(O3)C2C(=O)N(CCCN2CCCCC2)C4C(=O)NC2CCCCC2)c1 (stereo not drawn) | 1.1 | -2 | -0.5 | -1.8 | -2 | -1.5 | 0.5 | 2 | -1.6
CC(=O)NCCc1nc2ccccc2n1Cc1ccc(C)cc1 | 0.9 | -1 | -0.2 | 0.2 | 2 | -0.4 | 0.1 | -10 | 2.4
CCOC(=O)c1cc(C#N)c(Oc2cccc(C(F)(F)F)c2)nc1-c1ccccc1 | / | 1 | 1.0 | -0.5 | -2 | 1.2 | 0.0 | 1 | -0.5
Cc1ccccc1C(=O)Nc1nnc(CC(=O)N/N=C/c2ccncc2)s1 | 1.7 | 0 | i | -3.0 | 14 | -0.4 | 2.2 | -5 | -0.1
COCCn1nnnc1CN(Cc1cccnc1)Cc1cc2cc(OC)ccc2[nH]c1=O | / | 18 | -12 | 0.2 | 5 | 1.0 | / | 10 | 1.2
COc1ccc(CCN2C(=S)NC3CC2(C)Oc2ccc([N+](=O)[O-])cc23)cc1OC (stereo not drawn) | / | -3 | -0.2 | 0.4 | -3 | -0.5 | -1.3 | 8 | -1.3
O=c1c2cc(N3CCOCC3)ccc2[nH]c(=S)n1CCc1ccccc1 | 0.8 | 12 | i | -1.8 | -3 | 3.8 | 2.8 | 5 | /
COc1cccc(N2CCN(C(=S)NCCc3ccccc3)CC2)c1 | / | 4 | 1.3 | -0.3 | -1 | 3.7 | 1.7 | 5 | -3.8
COc1ccc(Cn2c(CCC(=O)N3CCN(c4ccccn4)CC3)nc3ncccc3c2=O)cc1 | / | 2 | i | -4.3 | 19 | -0.7 | / | -3 | 0.4
Cc1cc(SCC(=O)OC/C(O)=C(\C#N)c2nc3ccccc3[nH]2)c(C)cc1Br | 0.2 | 2 | -0.3 | -3.5 | 9 | -1.4 | 0.8 | 16 | -0.7
COc1ccc(N2C(=NC(=O)C(C)Oc3ccccc3)SC3CS(=O)(=O)CC32)cc1 (stereo not drawn) | -0.2 | 1 | -0.2 | -1.5 | 8 | 1.8 | -2.8 | 3 | -0.9
Cc1cccc(N2CCN(C(=O)C3CCN(S(=O)(=O)N4CCOCC4)CC3)CC2C)c1 (stereo not drawn) | 1.1 | 7 | 0.4 | -0.2 | 9 | 0.5 | 0.9 | -2 | /
Cc1cc2oc(=O)cc(CNc3ccccc3F)c2cc1O | 0.7 | 0 | 0.5 | -3.5 | -7 | -1.2 | 2.0 | -2 | /
Cn1c(=O)cc(Nc2ccc(Cl)cc2)[nH]c1=O | 0.2 | 0 | i | / | -1 | 0.0 | -2.9 | 3 | 5.7
O=C(COc1ccccc1Cl)NC(=S)Nc1ccccc1N1CCCC1 | -0.7 | -4 | i | -2.2 | 4 | 8.7 | -1.8 | -2 | -0.2
COc1ccc(F)cc1S(=O)(=O)N1CCN(Cc2ccc3c(c2)OCO3)CC1 | / | 1 | -3.6 | -3.4 | 8 | 17 | 1.8 | -6 | 1.0
C/C(=N\NC(=O)c1ccc(Cl)c(S(=O)(=O)Nc2ccccc2Cl)c1)c1ccncc1 | / | -1 | -0.4 | -2.3 | 4 | -0.2 | 0.8 | 12 | -0.1
O=C(COc1ccccc1[N+](=O)[O-])Nc1ccc(CN2CCOCC2)cc1 | 0.2 | -1 | i | -0.5 | -4 | -0.5 | 0.6 | 3 | 0.0
C=CCOC(Cn1ccnc1)c1ccc(Cl)cc1Cl (stereo not drawn) | 0.7 | -1 | i | -3.4 | 12 | 326* | 6.3 | 7 | 2.3
CCOC(=O)C1CCN(C(=O)C2CCN(S(=O)(=O)c3cc(Cl)ccc3OCC)CC2)CC1 | -2.1 | 4 | -3.6 | -4.4 | 38 | -0.4 | -1.0 | -11 | 4.7
Cc1ccc(S(=O)(=O)n2cnc(C)c2)cc1 | 0.3 | 2 | -0.3 | -1.2 | 4 | -0.3 | 3.5 | 13 | -3.1
CCOc1ccc(NC(=O)c2ccccc2CO)cc1 | / | 1 | i | 0.6 | 3 | 0.0 | -1.7 | 8 | -1.7
CC(=O)Nc1ccc(S(=O)(=O)Nc2ccc3[nH]c(=O)[nH]c3c2)cc1 | 0.6 | -1 | 0.6 | -0.4 | -3 | -0.3 | 1.1 | -6 | -1.9
O=C(Nc1ccc(Cn2cccn2)cc1)c1ccc(COc2ccccc2Br)cc1 | / | -9 | / | -4.2 | -4 | -0.3 | 0.5 | 12 | 0.5
CC(C)OCCCN1CC(=O)N2C(c3cccc([N+](=O)[O-])c3)c3[nH]c4ccccc4c3C[C@H]2C1=O (stereo partly drawn) | 1.7 | -3 | i | -2.7 | -3 | 2.2 | 4.6 | -1 | 7.1
CC1=C/C(=N\NC(=O)c2ccc(O)cc2)CC1 | -1.7 | -1 | -0.3 | -2.1 | -1 | -0.9 | 1.4 | 10 | /
COc1ccc(C)cc1NC(=O)C(C)N1CCOCC1 (stereo not drawn) | 0.7 | -8 | i | -2.9 | -3 | -1.4 | 0.8 | -4 | -1.0
N#Cc1c(NC(=O)C2CC(c3ccccc3Cl)=NO2)sc2c1CCC2 (stereo not drawn) | 0.5 | 2 | -0.4 | 0.0 | 36 | 0.8 | 0.9 | 18 | -0.4
CCCC1=C(C(=O)OCC)C(c2ccccc2OCC)NC(=O)N1C (stereo not drawn) | / | 1 | -0.4 | 1.4 | -3 | -0.6 | -3.5 | 14 | /
Cc1ccc(S(C)(=O)=NS(=O)(=O)c2cccc3nsnc23)cc1 (stereo not drawn) | 2.0 | 1 | 1.0 | -3.3 | 4 | -1.0 | 1.9 | -8 | /
Cc1ccc(NC(=O)C2CCCN(C(=O)Nc3ccc(F)cc3)C2)cc1 (stereo not drawn) | 1.1 | 0 | i | -0.2 | -3 | -0.7 | -1.2 | -8 | -0.1
O=C(COC(=O)c1ccc(Oc2ccccc2)cc1)Nc1nnc(-c2ccccc2)o1 | / | 2 | -0.6 | -3.3 | 29 | ? | 1.1 | 6 | 0.7
Cc1ccc(NC(=O)CCn2c(=S)oc3ccccc32)cc1 | 0.9 | 1 | -0.3 | -2.1 | 4 | 0.5 | 1.0 | 5 | /
Cn1c(O)c(C=NCc2ccco2)c(=O)n(C)c1=O | / | -3 | i | 0.5 | 6 | -1.2 | 0.9 | -7 | -1.2
Cc1ccc(N2C(=O)c3ccc(C(=O)O)cc3C2=O)c(C)c1 | / | 0 | i | 0.8 | 9 | 0.0 | 1.4 | 5 | /
CCOC(=O)c1oc2c(CN3CCN(C)CC3)c(O)ccc2c(=O)c1-c1ccc(Br)cc1 | 0.3 | -1 | -0.3 | -0.7 | 5 | -2.5 | -2.1 | 14 | /
O=C(NCc1ccco1)C(c1cccs1)N(C(=O)Cc1cccs1)c1ccccc1 (stereo not drawn) | / | 1 | -0.3 | -1.2 | 2 | -0.9 | -1.4 | 4 | 2.4
CN(C)C(=S)Nc1cccc(F)c1 | 1.1 | -1 | -0.5 | -1.5 | 8 | / | -0.9 | -5 | 4.2
O=C(NCc1nnnn1-c1ccc(F)cc1)c1cc2ccccc2o1 | 1.5 | -1 | -3.0 | -4.2 | -1 | / | / | -13 | 7.1
COc1ccc(OCc2cc(C(=O)N[C@H]3CCCCNC3=O)no2)c(Cl)c1 | 2.2 | 5 | i | 1.1 | 3 | 0.9 | -2.1 | -5 | -0.1
CC12C(=O)N(n3cnnc3)C(=O)C1C1C=CC2C1 (stereo not drawn) | / | -1 | -1.2 | -3.3 | -4 | 0.3 | 2.3 | -5 | /
COC(=O)C1CCN(Cc2cc(=O)oc3cc(C)c(Cl)cc23)CC1 | 0.3 | -1 | -0.3 | 0.5 | 7 | 0.0 | 1.7 | 6 | -0.7
COc1cccc(OCC(=O)Nc2c3c(nn2-c2ccc(F)cc2)CS(=O)(=O)C3)c1 | 0.8 | 0 | i | -3.8 | -2 | -0.6 | 1.6 | -10 | -0.1
COc1ccccc1CNC(=O)COC(=O)c1ccc(-n2cnnn2)cc1 | -2.2 | -2 | -0.7 | -1.7 | 3 | -0.5 | -0.1 | 9 | -0.5
CC(O)c1cccc(-c2ccc(CN3C[C@]4(CO)O[C@@H](CO)C[C@@H]4S3(=O)=O)cc2)c1 (stereo partly drawn) | 0.7 | 0 | -0.7 | -3.9 | -10 | 1.5 | / | 6 | -1.3

Compounds from the list above that have a COOH group:
SMILES | TcdB GH inh | Mtb FBA inh | Vc quorum ag | FadD28 FP inh | Y pestis TopoI | PfHsp40 rescue | Mtb UGM inh | GDH-TPI inh | BioA inh
Cc1nc2ccccc2c(=O)n1NC(=O)CCC(=O)O | 0.1 | -1 | i | -3.2 | 1 | -0.4 | -1.2 | -11 | -1.8
Cc1ccc(N2C(=O)c3ccc(C(=O)O)cc3C2=O)c(C)c1 | / | 0 | i | 0.8 | 9 | 0.0 | 1.4 | 5 | /
